Platelet DG rel: modulates dense granule release in human platelets. human platelet-rich plasma, SFLLRN dense granule ATP release, luminescence. AID 1663. inhibition, %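 (compounds screened at 7.5 µM in platelet-rich plasma)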. hit rate 0.22% among 300,000;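 active = mean replicate score, as percent of positive control, at or above 50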
KCNK3 inh: human KCNK3 channel inhibition, primary screen | AID 602410 | B-score at 10 µM | CHO-KCNK3 thallium flux, FluxOR fluorescence; active compounds read low | O14649 | hit rate 0.84% among 340,000;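 active = B-score under library mean minus 4 SD, starting fluorescence ratio at most library mean plus 5 SD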;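 note: more negative B-score means stronger inhibition of thallium flux through KCNK3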
Target sequence (O14649 whole entry, looked up): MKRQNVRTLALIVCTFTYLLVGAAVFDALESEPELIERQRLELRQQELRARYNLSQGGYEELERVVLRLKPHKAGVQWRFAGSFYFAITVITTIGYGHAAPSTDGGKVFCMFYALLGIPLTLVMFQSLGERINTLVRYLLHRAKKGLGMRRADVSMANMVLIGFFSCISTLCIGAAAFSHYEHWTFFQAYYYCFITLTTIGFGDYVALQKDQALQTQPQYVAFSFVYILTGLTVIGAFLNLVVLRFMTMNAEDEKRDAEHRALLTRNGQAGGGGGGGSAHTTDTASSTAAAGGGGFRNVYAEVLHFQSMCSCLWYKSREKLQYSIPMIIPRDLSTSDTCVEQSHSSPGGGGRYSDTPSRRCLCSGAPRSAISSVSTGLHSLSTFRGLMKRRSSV
TRPC4 agonist: opens the mouse TRPC4 cation channel | Q9QUQ5 | HEK293 TRPC4beta/mu-opioid, Fluo4 calcium fluorescence; active compounds read high | B-score at 10 µM | hit rate 0.49% among 310,000;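 active = B-score above 5 SD of library B-scores, and initial fluorescence ratio not above library mean plus 5 SD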;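 note: positive B-score marks a calcium rise read as TRPC4 activation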
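Assay system: HEK293 stable line with TRPC4beta plus mu-opioid receptor. Times: dye 45 min RT, read 110 s. Measured by: kinetic Fluo4 calcium fluorescence. Measure: B score of integrated ratio. Controls: assay buffer as low control, maximal DAMGO as high control.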
KCNQ1 block: human KCNQ1 channel inhibition | hit rate 1.3% among 310,000 | CHO-K1 KCNQ1, FluxOR thallium flux fluorescence; active compounds read high | B-score at 10 µM | P51787 | AID 2642;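 active = compounds whose thallium flux B-score, printed positive for inhibition, exceeds three library SD while starting fluorescence stays within three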;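 note: channel opened by potassium depolarization with thallium stimulus after 20 min compound exposure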
Target sequence (P51787 whole entry, looked up): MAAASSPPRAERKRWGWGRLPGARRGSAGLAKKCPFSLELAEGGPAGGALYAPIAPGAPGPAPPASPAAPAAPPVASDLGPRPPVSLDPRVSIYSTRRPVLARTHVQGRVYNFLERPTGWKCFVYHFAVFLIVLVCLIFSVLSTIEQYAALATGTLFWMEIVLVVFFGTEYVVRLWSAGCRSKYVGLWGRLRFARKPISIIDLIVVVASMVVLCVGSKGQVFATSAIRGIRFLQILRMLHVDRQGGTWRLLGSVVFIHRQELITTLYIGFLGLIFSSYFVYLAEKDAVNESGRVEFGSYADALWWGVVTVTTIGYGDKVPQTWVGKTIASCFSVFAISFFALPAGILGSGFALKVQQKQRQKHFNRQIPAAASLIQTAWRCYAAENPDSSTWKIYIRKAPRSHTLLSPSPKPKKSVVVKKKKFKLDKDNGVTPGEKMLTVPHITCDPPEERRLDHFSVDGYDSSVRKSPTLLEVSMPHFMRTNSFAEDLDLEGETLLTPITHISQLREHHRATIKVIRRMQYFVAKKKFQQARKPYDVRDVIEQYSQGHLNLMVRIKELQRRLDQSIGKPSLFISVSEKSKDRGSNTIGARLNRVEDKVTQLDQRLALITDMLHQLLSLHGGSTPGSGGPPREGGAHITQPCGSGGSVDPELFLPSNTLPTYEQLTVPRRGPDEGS
KCNK9 block: inhibitors of human KCNK9 two-pore domain potassium channel; B-score at 10 µM; Q9NPC2; HEK293 KCNK9, FluxOR thallium flux fluorescence; active compounds read low; AID 488922; hit rate 1.2% among 310,000;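 active = ratio B-score over 3 SD below the library mean, with starting fluorescence within 5 SD of its mean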;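 note: negative B-score means less thallium flux so channel inhibition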
Dyrk1A ADPGlo: inhibitors of rat Dyrk1A kinase; Q63470; ADP-Glo luminescence, NFATc1 peptide; inhibition, % at 12.5 µM; hit rate 0.43% among 310,000; in the data active = inhibition above about 50%;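 note: plate controls were vehicle with enzyme for no effect and no enzyme for full effect; many of its hits are not listed in these tables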
TRPC4 PAM: allosterically enhances the mouse TRPC4 cation channel; Q9QUQ5; HEK293 TRPC4beta/mu-opioid, DAMGO EC20, Fluo-4 Ca2+ flux; active compounds read high; B-score at 10 µM; hit rate 0.42% among 310,000; AID 2227;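 active = B-score of calcium response area above 5 SD of library B-scores, with initial fluorescence ratio within 5 SD of library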;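 note: B-score of integrated fluorescence ratio over time as area under calcium response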
hERG rescue: shields human hERG channel from block by proarrhythmic agents; hit rate 0.51% among 310,000; Q12809; AID 1511; CHO-hERG, FluxOR thallium flux, dofetilide IC70 present; activation (rescue from dofetilide block), less the hit threshold, % at 10 µM;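 active = activation above the mean of controls blocked by dofetilide plus 5 SD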;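 note: thallium influx through hERG after potassium depolarization seen as dye fluorescence rise; in these data hits start at about 4.7%; inactives centre near -7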
TRPC4 block: TRPC4 (mouse) channel inhibition. Q9QUQ5. HEK293 TRPC4beta/mu-opioid, DAMGO-evoked Fluo4 calcium flux; active compounds read low. B-score at 10 µM. hit rate 0.39% among 300,000. AID 2247;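 active = B-score over 3 SD under the library average, no early fluorescence shift, positive overall ratio signal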
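test system = HEK293 cells with stable TRPC4beta plus mu-opioid receptor expression | detection = Fluo4 Ca2+ flux fluorescence | read-out = integrated fluorescence ratio relative to baseline, converted to per-well B score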
PolyA inh: yeast polyadenylation inhibition; S. cerevisiae SKY197-pL101 polyadenylation reporter, beta-gal luminescence; efflux-impaired pdr1/pdr3 knockout yeast; score 100 = 6 SD above DMSO; calls only at 12 µM; hit rate 0.02% among 300,000; AID 1875;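 active = lowest replicate activity score at least 50, where 100 means six control SD above control mean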;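 note: yeast exposed to compound for 9 h at 30 °C; higher score means more reporter readthrough which indicates perturbed polyadenylation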
KCNQ1 act: human KCNQ1 channel potentiation or activation. P51787. CHO-K1 KCNQ1, thallium flux FluxOR fluorescence; active compounds read high. B-score at 10 µM. hit rate 0.35% among 310,000;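 active = fluorescence ratio B-score, a plate-corrected score, at least three library SD, with initial intensity B-score within 5 SD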
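assay system = CHO-K1 cells stably expressing KCNQ1 | medium = assay buffer, equal DMSO in all wells | timing = 37 °C overnight plating, 90-min dark dye load, 20-min compound pretreatment | measured by = kinetic FluxOR thallium fluorescence, 10-s 1-Hz baseline, 110-s post-stimulus read | measure = fluorescence change relative to baseline, converted to B score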
* = called active by the depositor; i = inactive; / = not tested or not shown. These rows are one share of the data; count on the stated rates, not on these rows.

Order of results – Platelet DG rel	KCNK3 inh	TRPC4 agonist	KCNQ1 block	KCNK9 block	Dyrk1A ADPGlo	TRPC4 PAM	hERG rescue	TRPC4 block	PolyA inh	KCNQ1 act
(1) CCOC(=O)C1(Cc2cccc(Cl)c2)CCCN(C(=O)c2cn[nH]c2)C1 (stereo unspecified)
→ -7.6	i	i	i	i	1.2	i	-10.6	i	i	i
(2) COC(=O)c1ccc(C23CC4(C2)[C@H](CN(Cc2ccc(-c5ccccc5)cc2)[C@@H]4c2ccccc2)C3c2ccc(Cl)nc2)cc1 (stereo partly specified)
→ -0.3	/	i	i	i	/	i	-8.1	i	i	i
(3) CCOC(=O)c1cnc2ccc(OC)cc2c1NCc1ccccc1
→ 12.2	i	i	i	i	39.3	i	-19.6	i	i	i
(4) CC1CCCC(C)N1CCCNC(=O)c1ccc2nc(N3CCOCC3)sc2c1 (stereo unspecified)
→ -21.7	i	i	i	i	1.5	i	-9.5	i	i	i
(5) CC(C)[C@H](NC(=O)c1ccc(F)cc1)C(=O)OCC(=O)NC(=O)c1cccn1C
→ -0.6	i	i	i	i	-3.4	i	-10.6	i	i	i
(6) C=CCOc1cccc(/C=N/NC(=O)CN2CCCCC2)c1
→ 3.8	i	i	i	i	-4.3	i	-6.5	i	i	i
(7) Cc1cc(C(=O)CN2C(=O)NC3(CCCc4sccc43)C2=O)c(C)n1-c1ccc(Cl)cc1 (stereo unspecified)
→ -0.8	i	i	i	i	-3.8	10*	-5.5	i	i	i
(8) COC(=O)/C=C1\SC(=Nc2ccccc2)NC1=O
→ -0.9	i	i	i	i	-1.1	i	-5.4	i	i	i
(9) O=C(CN1CCN(c2ccccn2)CC1)Nc1cccc(S(=O)(=O)N2CCCC2)c1
→ -0.4	i	i	i	i	-6.3	i	-9.4	i	i	i
(10) O=C(Nc1cccc2ccccc12)N1CCN(c2ncccn2)CC1
→ -2.7	i	i	i	i	-1.4	i	-8.4	i	i	i
(11) O=C(NCCCN1CCCCCC1)C1CC(=O)N(CCc2ccccc2)C1 (stereo unspecified)
→ -1.1	i	i	i	i	-3.8	i	-8.6	i	i	i
(12) COc1cccc(C2=NOC(C(=O)Nc3cccc(C(C)=O)c3)C2)c1OC (stereo unspecified)
→ 0.8	i	i	i	i	6.2	i	-11.7	i	i	i
(13) CCn1c(CNC(=O)c2ccco2)nnc1SCC(=O)c1ccccc1
→ -4.4	i	i	i	i	5.5	i	-5.9	i	i	i
(14) Cc1ccccc1S(=O)Cc1ccc(C(=O)N2CCN(C(=O)c3ccco3)CC2)o1 (stereo unspecified)
→ 7.0	i	i	i	i	2.9	i	-7.5	i	i	i
(15) COc1ccc(C(=O)Nc2ccc(S(=O)(=O)Nc3onc(C)c3C)cc2)cc1OC
→ -4.1	i	i	i	i	5.2	i	-6.3	i	i	i
(16) CC(=O)Nc1ccc(NC(=O)COc2ccc3c(c2)CCC3)cc1
→ 3.8	i	i	i	i	-5.6	i	-7.4	i	i	i
(17) COc1ccc(CCNC(=O)C(C)c2ccc([N+](=O)[O-])cc2)cc1 (stereo unspecified)
→ -0.4	i	i	i	i	-3.1	i	-5.7	i	i	i
(18) O=c1cc(C(Cl)(Cl)Cl)oc2c1ccc1ccccc12
→ 7.9	i	i	i	i	25.6	i	-21.9	i	i	i
(19) CCOC(=O)c1cc(C#N)c(N2CCOCC2)nc1-c1ccccc1
→ 9.7	i	i	i	i	-2.8	i	-4.7	i	i	i
(20) COc1cccc(C(=O)NNC(=O)C(=O)Nc2ccc(C)c(Cl)c2)c1
→ 2.8	i	i	i	i	3.1	i	31.1*	i	i	35*
(21) OCC(CO)(CO)NC(=S)Nc1cc(Cl)cc(Cl)c1
→ 29.0	i	i	i	i	/	i	-10.6	i	i	i
(22) C/C(=N\Nc1ccc([N+](=O)[O-])cc1)c1ccc2c(c1)OCO2
→ 2.5	i	i	i	i	3.3	i	-5.7	i	i	i
(23) O=C(Nc1ccc(F)cc1)Nc1nnc(COc2ccccc2F)s1
→ 14.5	i	i	i	i	3.4	i	-10.7	i	i	i
(24) CCCCNC(=O)CNC(=S)N(Cc1cc(OC)c(OC)c(OC)c1)C1CCCC1
→ -16.5	i	i	i	i	8.0	i	-10.3	i	i	i
(25) COc1ccc(C(O)c2nc3ccccc3s2)cc1 (stereo unspecified)
→ -3.6	/	i	i	i	/	i	-5.0	i	i	i
(26) COc1ccc(OC)c(C(=O)NC(CC(N)=O)c2ccc(NCc3ccccn3)c([N+](=O)[O-])c2)c1 (stereo unspecified)
→ 5.6	i	i	i	i	-4.8	i	-8.5	i	i	i
(27) Nc1nc(CSC(=S)N2CCCCC2)nc(Nc2ccccc2)n1
→ -0.4	i	i	i	i	8.8	i	-5.7	i	i	i
(28) c1ccc(OCCOCCN2CCN(C(c3ccccc3)c3ccccc3)CC2)cc1
→ 1.8	i	i	i	i	/	i	-15.5	i	i	i
(29) CC(C)(C)NC(=O)CN(C(=O)Cn1nnc(-c2ccc(Cl)cc2)n1)C1CCN(Cc2ccccc2)CC1
→ 0.0	i	i	i	i	0.6	i	-14.5	i	i	i
(30) c1ccc(-c2csc(-c3ccncc3)n2)cc1
→ -11.0	i	i	i	i	0.9	i	-9.6	i	i	i
(31) O=C(CSc1nnc2n1CCCN2)c1ccc(Cl)cc1
→ -1.7	i	i	i	i	-0.5	i	-10.3	i	i	i
(32) CCN(C(=O)Cc1ccc(NC2=NC3CS(=O)(=O)CC3S2)cc1)c1ccccc1 (stereo unspecified)
→ -5.6	i	i	i	i	0.1	i	-12.8	i	i	i
(33) C=CCNC(NC(=O)c1ccccc1)(C(=O)OCC)C(F)(F)F (stereo unspecified)
→ 8.3	i	i	i	i	-2.9	i	-7.0	i	i	i
(34) C=C(C)c1ccc(C(C)(C)NC(=O)NCc2ccco2)cc1
→ -0.5	i	i	i	i	5.2	i	-6.6	i	i	i
(35) O=C(CCNC(=O)c1ccco1)Nc1ccc(OC(F)F)cc1
→ -9.6	i	i	i	i	-3.7	i	-3.6	i	i	i
(36) CC(=O)c1sc(NC(=O)COc2ccc(Cl)cc2C)nc1C
→ 1.8	i	i	i	i	1.7	i	-9.5	i	i	i
(37) CC(SCc1nc2sc3c(c2c(=O)[nH]1)CCCC3)C(=O)Nc1ccccn1 (stereo unspecified)
→ -8.8	i	i	i	i	5.2	i	-8.0	i	i	i
(38) CN(C)c1ccc(CNS(=O)(=O)c2ccc3c(c2)NC(=O)CS3)cc1
→ -17.8	i	i	i	i	6.7	i	-7.8	i	i	i
(39) Cc1ccccc1S(=O)(=O)Cc1ccc(C(=O)N2CCN(c3ccc(F)cc3)CC2)o1
→ -1.2	i	i	i	i	-4.3	i	-13.8	i	i	i
(40) CCCCCn1c(NC(=O)c2ccco2)c(S(=O)(=O)c2ccc(C)cc2)c2nc3ccccc3nc21
→ -2.2	i	i	10*	i	-3.0	i	-4.1	i	i	i
(41) CC1CCCCC12NC(=O)N(CC(=O)c1ccc3c(c1)OCO3)C2=O (stereo unspecified)
→ -0.1	i	i	i	i	-0.4	i	-5.0	i	i	i
(42) COc1ccc(S(=O)(=O)NC2CC(=O)N(c3ccc4c(c3)OCCO4)C2)cc1 (stereo unspecified)
→ -2.4	i	i	i	i	7.0	i	-14.2	i	i	i
(43) COc1ccc(-c2csc(CCn3nc(C)cc3C)n2)cc1
→ 1.8	i	i	i	i	-1.5	i	-3.7	i	i	i
(44) O=C(CNC(=O)c1cccc(F)c1)N/N=C/c1cc(Br)ccc1OCc1ccccc1
→ 4.2	i	i	i	i	-5.2	i	-3.3	i	i	i
(45) O=Cc1cn(CC(O)CN2CCCCC2)c2ccccc12 (stereo unspecified)
→ -1.5	i	i	i	i	-3.9	i	-2.1	i	i	i
(46) Nc1ccc(S(=O)(=O)Nc2nccc(/C=C/c3ccccc3F)n2)cc1
→ -0.3	i	i	i	i	-3.5	i	-4.1	i	i	i
(47) O=C(c1ncc[nH]1)c1ccccc1C(=O)N1CCOCC1
→ -7.7	i	i	i	i	-1.3	i	-2.9	i	i	i
(48) O=[N+]([O-])c1cccc(NC(=S)Nc2nc(-c3ccccc3Cl)cs2)c1
→ -25.1	i	i	i	i	-10.4	i	-5.2	i	i	i
(49) CCOC(=O)c1sc(NS(=O)(=O)c2ccc(NC(C)=O)cc2)nc1C
→ 6.9	i	i	i	i	5.8	i	-9.7	i	i	i
(50) CN(C)/C=C1\NC(=S)N(c2ccc(Cl)cc2)C1=O
→ -2.9	i	i	i	i	-1.8	i	-6.1	i	i	i
(51) CCCC(O)(c1ccc(Cl)cc1)C(CN1CCOCC1)c1ccc(Cl)cc1 (stereo unspecified)
→ 3.5	i	i	i	i	0.0	i	-9.8	i	i	i
(52) CC(C)Cn1c(C23CC4CC(CC(C4)C2)C3)n[nH]c1=S
→ -3.4	i	i	i	i	/	i	-3.1	i	i	i
(53) Cc1cc(C(=O)Nc2ccccc2C(=O)N2CCCCC2)ccc1[N+](=O)[O-]
→ 11.7	i	i	i	i	2.9	i	-0.5	i	i	i
(54) COC(=O)c1cc2c(cc1Cl)SC(=NCCCN1CCOCC1)NS2(=O)=O
→ -3.4	i	i	i	i	10.9	i	-8.3	i	i	i
(55) COc1ccc(-c2oc3ncnc(NCCCN4CCOCC4)c3c2-c2ccc(OC)cc2)cc1
→ 13.1	i	i	i	i	-2.5	i	-35.5	i	i	i
(56) O=C(O)CC(Cc1ccccc1)(C(=O)O)c1ccccc1 (stereo unspecified)
→ -0.8	i	i	i	i	/	i	-5.2	i	i	i
(57) Nc1ccc(N2CCOCC2)c2nonc12
→ -0.4	i	i	i	i	4.7	i	-5.8	i	i	i
(58) COCCn1c(-c2ccc(C#N)cc2)nc2c1c(=O)[nH]c(=O)n2Cc1ccccc1
→ 15.6	i	i	i	i	-6.6	i	-8.8	i	i	i
(59) CN(C)CCCNCCCNC(=O)/C=N/O
→ 7.2	i	i	i	i	/	i	-4.4	i	i	i
(60) CCC(C)NS(=O)(=O)c1ccc(NC(=O)C2CCCO2)cc1 (stereo unspecified)
→ -0.6	i	i	i	i	-0.1	i	-1.0	i	i	i
(61) COc1ccc(C(=O)NCCc2nnc3ccc(SCC(=O)N4CCOCC4)nn23)cc1
→ -16.0	i	i	i	i	-4.8	i	-4.5	i	i	i
(62) N=c1oc2cc(O)ccc2cc1C(=O)Nc1ccc(Br)cc1
→ 5.3	i	i	8*	i	12.1	i	-4.6	i	i	i
